miR-122 sensor = blocks miR-122 activity in Huh7 sensor cells | AID 602342 | Huh7 miR-122 Renilla luciferase sensor, 48 h; neutral wells = 0, positive control = 100 | 340,000 tested, 0.3% active | activation (reporter increase), % at 12.5 µM;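 active = mean replicate activation score at least 90 and every replicate individually at or above 90; inconclusive = only one of the two criteria met; inactive = neither criterion met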;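 also: higher luciferase means less miR-122 activity so hits act as miR-122 inhibitors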
DENV2 CPE rescue = inhibitors of DENV2 cytopathic effect; DENV2-infected cells, cytopathic effect rescue, plate reader; CPE inhibition, % at 9.99 µM; 350,000 tested, 1.7% active; AID 651640; in the data active = CPE inhibition above about 20%, passing the limit was not always enough; inconclusive = no clear call, values can overlap the other calls; tested in BHK-21 cells;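 also: 0% = median of neutral control wells and 100% = median of positive control wells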
F508del corr = CFTR F508del correction in bronchial cells | CFBE cells, YFP halide quenching; stimulated with forskolin plus potentiator P3; % fluorescence drop versus neutral controls | activity (quench increase), % at 7.58 µM | 350,000 tested, 0.36% active;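 active = mean added fluorescence quench of at least 8% versus neutral control, with both replicates also reaching 8%; inconclusive = only one of the mean or replicate conditions met; inactive = mean below 8% and not both replicates reaching 8%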;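 also: cells transiently co-express mutant CFTR-F508del with the halide-sensitive YFP; corrector assay measuring rescue of mutant channel to the surface after 24 h compound exposure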
Casp6 inh = inhibitors of human caspase-6. inhibition, % at 12.5 µM. purified caspase-6, Z-VEID-R110 cleavage fluorescence. 350,000 tested, 0.53% active;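 active = mean inhibition across replicates at least about 35%, with every replicate also reaching that limit, limit read from the data; inconclusive = only one of the two criteria met; inactive = neither criterion met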;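 also: 0% = median of neutral control wells and 100% = no fluorescence left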
Target sequence (P55212 24-179 limits assumed): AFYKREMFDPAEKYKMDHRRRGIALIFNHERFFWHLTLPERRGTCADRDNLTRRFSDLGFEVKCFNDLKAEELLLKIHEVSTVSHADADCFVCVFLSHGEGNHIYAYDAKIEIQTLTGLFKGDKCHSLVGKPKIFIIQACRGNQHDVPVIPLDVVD
Target sequence (P55212 194-293 limits assumed): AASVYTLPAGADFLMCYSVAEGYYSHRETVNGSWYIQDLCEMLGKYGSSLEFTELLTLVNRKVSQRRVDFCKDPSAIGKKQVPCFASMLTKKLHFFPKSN
ERAP1 inh = blocks human ERAP1 aminopeptidase activity | recombinant ERAP1, Leu-AMC fluorescence, 60 min | inhibition, % at 10.7 µM | 340,000 tested, 0.15% active;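 active = mean replicate inhibition of at least 30%, or all replicates individually reaching that 30% level; inactive = mean below 30% and not every replicate reaching it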;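 also: 0% = neutral control wells and 100% = L-leucinethiol positive control wells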
ERp5 inh = inhibitors of human ERp5 | Q15084 | ERp5 insulin aggregation, absorbance 650 nm, 90 min | inhibition, % at 9.99 µM | AID 651711 | 350,000 tested, 0.05% active;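 active = mean replicate inhibition above about 25%, with every replicate also reaching it, limit read from the data, passing the limit was not always enough; inconclusive = only one of those two criteria met; inactive = neither criterion met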
Target sequence (Q15084 whole entry, looked up): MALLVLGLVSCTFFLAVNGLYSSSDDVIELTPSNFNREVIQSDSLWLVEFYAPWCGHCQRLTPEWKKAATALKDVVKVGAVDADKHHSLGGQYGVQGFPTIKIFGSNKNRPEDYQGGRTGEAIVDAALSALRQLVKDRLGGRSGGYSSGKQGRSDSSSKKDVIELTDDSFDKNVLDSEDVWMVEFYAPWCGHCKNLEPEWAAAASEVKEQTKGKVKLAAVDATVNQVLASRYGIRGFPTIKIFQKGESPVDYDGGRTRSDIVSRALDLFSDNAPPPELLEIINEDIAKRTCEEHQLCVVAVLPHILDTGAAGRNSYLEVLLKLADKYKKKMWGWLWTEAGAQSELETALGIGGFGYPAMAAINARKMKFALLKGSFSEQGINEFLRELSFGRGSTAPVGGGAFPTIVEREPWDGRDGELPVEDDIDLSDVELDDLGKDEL
SIRT5 block = blocks human SIRT5 desuccinylation of peptide; Q9NXA8; Purified SirT5, succinyl-peptide AMC, trypsin-coupled fluorescence; inhibition, % at 15 µM; 330,000 tested, 1.1% active; in the data active = inhibition above about 15%; inconclusive = no clear call, values can overlap the other calls
Target sequence (Q9NXA8 whole entry, looked up): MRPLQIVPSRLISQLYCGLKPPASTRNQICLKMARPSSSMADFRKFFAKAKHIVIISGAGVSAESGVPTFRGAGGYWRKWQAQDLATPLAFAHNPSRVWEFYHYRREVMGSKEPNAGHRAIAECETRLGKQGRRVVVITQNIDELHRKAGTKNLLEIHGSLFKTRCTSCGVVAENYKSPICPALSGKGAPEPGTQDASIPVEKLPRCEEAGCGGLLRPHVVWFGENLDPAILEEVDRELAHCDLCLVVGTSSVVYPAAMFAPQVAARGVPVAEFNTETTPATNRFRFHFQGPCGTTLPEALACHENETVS
An asterisk follows results filed as active; ? = inconclusive; / = not tested or not shown; & = joins results of further samples; [ ] = dose if it differs, or a comment.

miR-122 sensor	DENV2 CPE rescue	F508del corr	Casp6 inh	ERAP1 inh	ERp5 inh	SIRT5 block	compound
-3	-5	-0.8	5	-1	19	1	CCc1nc2ccc(C(=O)N3CCN(c4cc(C)ccc4C)CC3)cc2nc1CC
12	-12	3.4	0	-1	-1	/	CCOC(=O)c1ccc(-n2cccc2/C=C2\NC(=O)NC2=O)cc1
-3	-12	1.6	5	-1	4	7	Cc1nc2c(c(=O)c3ccccc3n2C)c(=O)n1-c1ccccc1
8	9	-3.0	2	2	0	-5	Cc1c(-c2ncn[nH]2)sc(C#N)c1-c1ccccc1
-1	1	-0.6	-2	-3	-1	11	Cc1nnc(NC(=O)CSc2nnc(CC(=O)Nc3ccccc3F)n2C)s1
/	13	-2.9	-2	-1	11	-2	CCCC(=O)Nc1ccc2c(c1)C(=O)N(C)C[C@H](OC)[C@H](C)CN(C(=O)C1CCCC1)[C@@H](C)CO2
10	1	3.0	3	1	20	2	CC1CCc2sc(C(=O)N(C)CC(=O)Nc3cccc(F)c3)cc2C1 (configuration not stated)
/	-4	-0.7	-3	-1	3	0	COc1ccc(CNC(=O)CCCn2nc(C)c([N+](=O)[O-])c2C)cc1OC
-3	2	2.9	-2	-1	7	1	CCc1ccc2[nH]c3nc(SCc4nnc(-c5ccccc5)o4)nnc3c2c1
-2	5	4.4	1	2	0	-3	CCOc1ccc(C(=O)Nc2nnc(SCC(=O)NCC3CCCO3)s2)cc1OCC (configuration not stated)
/	-1	/	4	6	0	2	N#CC1=C(N)SC(N)=C(C#N)C1c1ccc([N+](=O)[O-])cc1
5	/	/	3	-2	1	6	CN1CCc2c(sc3nc(NN)n(-c4ccc(Cl)cc4)c(=O)c23)C1
/	-2	0.1	-1	0	10	-25	COc1ccc(-c2ccc3n(c2=O)C[C@H]2[C@H](CO)[C@@H](C(=O)NCCN4CCCC4)N(C)[C@@H]32)cc1
0	?	-0.2	15	/	-2	/	NCCCCCNC(=O)c1[nH]cnc1C(=O)N[C@@H](Cc1ccccc1)C(=O)OCc1ccccc1
1[16.7 µM]	10	-3.0	-4	0	2	-1	Cc1ccccc1S(=O)(=O)N1C[C@@H](O)COC[C@H]2O[C@@H](CC(=O)N3CCN(C)CC3)CC[C@@H]21
/	8	5.3	-1	3	4	0	COc1cc(C(=O)N/N=C(\C)c2ccc3c(c2)OCO3)cc(OC)c1OC
/	-11	0.3	-3	2	-1	-3	N#C[C@@H]1[C@H](c2ccccc2C2=CCCCC2)[C@H](CO)N1C(=O)C1CCOCC1
1	18	-1.5	6	-1	15	-1	COC(=O)c1c(C)cc(O)c(C)c1O
/	-2	-2.2	-1	2	-8	2	CC(=O)c1ccc(OC2(C)CCN(Cc3cccn3-c3nccs3)C2)cc1 (configuration not stated)
15[16.7 µM]	5	0.0	0	-2	1	2	C[C@H](CO)N1C[C@H](C)[C@@H](CN(C)Cc2ccncc2)Oc2ccc(NC(=O)Cc3cn(C)c4ccccc34)cc2CC1=O
-1	3	5.1	1	2	2	-1	CCOc1ccccc1OCCCC(=O)NNC(=O)c1cc(C)oc1C
3	4	-0.9	2	-1	0	-4	CCOc1ccc(/C=C2\SC(N3CCCCC3)=NC2=O)cc1
/	-1	5.3	3	6	-1	6	COc1cccc(C#Cc2ccc([C@H]3[C@H](CO)N4C(=O)CN(C(=O)c5ccccc5)C[C@@H]34)cc2)c1
0[16.7 µM]	4	0.8	3	2	3	-1	CC(C)OC(=O)N(C)C[C@H]1OCc2cn(nn2)CCCC(=O)N([C@H](C)CO)C[C@H]1C
0[16.7 µM]	12	-1.6	-2	-1	9	0	COCC(=O)Nc1ccc2c(c1)C(=O)N(C)[C@@H]1CC[C@@H](CC(=O)NCC3CC3)O[C@H]1CO2
0[16.7 µM]	-12	-1.9	4	1	-1	0	C[C@@H]1CN([C@H](C)CO)C(=O)c2cc(NS(=O)(=O)c3cn(C)cn3)ccc2O[C@@H](C)CCCCO[C@@H]1CN(C)S(=O)(=O)c1cccs1
/	-4	-1.6	5	-2	/	-2	CC(C)n1c(C(F)(F)F)nc2cc(C(=O)N3CCC(O)CC3)ccc21
4	3	-9.0	-3	-6	-2	9	CC(C)(C)NC(=O)NC(=O)COC(=O)Cc1c(F)cccc1Cl
-4	8	-4.3	/	0	0	-2	COc1ccccc1COC(=O)N/C=C/c1ccco1
/	-5	-3.0	0	4	-4	-3	CCOc1cc(/C=C2\C(=O)N(CCC#N)N=C2C)ccc1OCC(N)=O
-1	-7	1.6	-1	-5	0	-1	CCNC(=O)NC(=O)C(C)OC(=O)CCCc1nc2ccccc2s1 (configuration not stated)
0[16.7 µM]	-8	-0.6	-6	0	-7	2	O=S(=O)(NC[C@H]1N[C@H](CO)[C@H]1c1ccccc1)c1ccccc1
-4	-4	-0.9	0	5	-2	-2	COC(=O)/C(C(C)=O)=C(/C=C/C=C/N(C)C)N(C)C
/	10	2.2	3	2	-8	3	O=C(N[C@@H]1C[C@@H]2O[C@H](CO)CC[C@@H]2O[C@@H]1CCc1ccc(-c2cccnc2)cc1)c1cccc(F)c1
6[16.7 µM]	-4	0.8	1	1	-5	1	CCCN(C)C[C@@H]1Oc2ncc(-c3cccc(C#N)c3)cc2C(=O)N([C@H](C)CO)C[C@H]1C
-7	?	0.6	2	0	3	-2	N#Cc1ccccc1COC(=O)c1ccc(Br)o1
3	-4	0.0	-1	-5	-3	2	COC(=O)c1ccc2c(=O)[nH]c(CSc3nc(C)cs3)nc2c1
2	-1	3.9	-3	2	5	1	COc1ccc(OC)c(C2CC(=O)c3c([nH]c(C(=O)OC(C)C)c3C)C2)c1 (configuration not stated)
/	5	/	-4	-2	-2	10	COc1ccc([N+](=O)[O-])cc1NC(=O)c1ccc(C)o1
5[16.7 µM]	-3	-1.0	0	-2	0	0	C[C@@H]1CN([C@H](C)CO)C(=O)c2cccc(NC(=O)NC3CCCCC3)c2O[C@@H]1CN(C)C
25	-1	-2.0	-2	1	0	2	COc1ccc2cc(C(C)C(=O)Nc3cccc(S(=O)(=O)N(C)C)c3)ccc2c1 (configuration not stated)
/	?	-0.3	-2	1	2	4	O=S(=O)(N[C@H]1CC[C@@H](CCn2cc(Cc3ccccc3)nn2)O[C@H]1CO)c1ccccc1F
/	0	2.8	-1	7	-1	-3	CN1CCN(CCCN(Cc2cccs2)C(=S)Nc2ccc(Cl)cc2)CC1
/	?	3.4	-1	3	-4	1	CC(Sc1nnc(N)s1)C(=O)Nc1ccc2c(c1)OCO2 (configuration not stated)
1[16.7 µM]	14	0.4	-4	-2	-4	1	CCCNC(=O)N(C)C[C@@H]1Oc2ncc(C#C[C@H](C)O)cc2C(=O)N([C@H](C)CO)C[C@H]1C
-3	11	5.4	-7	3	-9	8	CC(C)CCN(C)C1CCN(S(=O)(=O)c2ccc(F)cc2)CC1
-2[16.7 µM]	-1	-0.6	/	/	/	/	C[C@H]1CN([C@@H](C)CO)C(=O)Cc2cc(NC(=O)CCC(F)(F)F)ccc2O[C@@H]1CN(C)S(=O)(=O)c1cn(C)cn1
3	6	0.8	2	7	3	-5	Cc1cc(C)nc(SCC(=O)Nc2ccc(S(=O)(=O)Nc3cc(C)on3)cc2)n1
-3	9&8	0.0&-2.5	-2&-3	5&0	-1&-1	-2&-2	COc1cccc(NC(=O)N(C)C[C@H]2Oc3ncc(Br)cc3C(=O)N([C@H](C)CO)C[C@H]2C)c1
-11	-4	3.6	1	-2	-8	-4	COc1ccc(S(=O)(=O)NCCOc2ccc(Cl)cc2)cc1

New compounds follow
miR-122 sensor	DENV2 CPE rescue	F508del corr	Casp6 inh	ERAP1 inh	ERp5 inh	SIRT5 block	compound
/	11	5.7	/	/	0	3	C[C@@H]1CN([C@@H](C)CO)C(=O)c2cc(C#Cc3cccnc3)cnc2O[C@H]1CN(C)Cc1ccc(F)cc1
-13[16.7 µM]	4	2.1	/	/	/	/	Cc1cc(C)cc(NC(=O)Nc2ccc3c(c2)C(=O)N(C)[C@H]2CC[C@@H](CC(=O)O)O[C@@H]2CO3)c1
1[16.7 µM]	18	-0.4	-2	-2	-4	1	C[C@H](CO)N1C[C@H](C)[C@@H](CN(C)Cc2ccc(-c3ccccc3)cc2)Oc2ccc(NS(C)(=O)=O)cc2C1=O
-8	-3	-2.5	-1	-3	7	-3	CCC(C)N1C(=O)CCC1C(=O)NCCc1ccc(Cl)cc1 (configuration not stated)
/	?	-2.9	-2	-2	8	-1	COc1ccccc1Cc1c(-c2ccc(C#N)cc2)nc2ccc(C)cn12
10	-4	-2.1	-4	-1	1	-2	CCc1cccc(NC(=O)C2CCCN2S(=O)(=O)c2cccc3cccnc23)c1 (configuration not stated)
3	-8	-0.9	-2	0	-6	3	Cc1nc(NCCc2ccccc2)c2nnn(Cc3ccccc3Cl)c2n1
/	2	-1.1	-1	2	-4	3	CCCC(=O)N1CCN(Cc2nc3cc([N+](=O)[O-])ccc3n2C)CC1
-10	6	3.3	-1	-2	-1	/	CCOc1ccc2nc(S(=O)(=O)NC(=O)C3(C)CCN3C(=O)c3c(C)noc3C)sc2c1 (configuration not stated)
/	2	-2.2	-8	-1	5	0	O=C(OCc1c(-c2ccccc2)ncc2ccccc12)c1ccco1
9	-3	-0.7	-2	-1	-3	/	Cc1ccc(C(=O)NCC(=O)OCC(=O)c2c(N)n(C)c(=O)n(C)c2=O)cc1C
-7	1	0.3	4	6	1	-6	O=C(O)c1cc(NN=C2CCN(Cc3ccccc3)CC2)ccc1Cl
/	-14	-2.1	-4	-4	3	/	O=C(N/N=C/c1ccccc1[N+](=O)[O-])c1ccc2c(c1)OCCO2
/	5	-1.7	0	-3	1	-3	COc1ccccc1C(=O)COC(=O)Cn1[nH]c(=O)c2ccccc2c1=O
0[16.7 µM]	3	-1.9	18	-3	1	0	Cc1noc(C)c1NC(=O)Nc1ccc2c(c1)C(=O)N([C@@H](C)CO)C[C@H](C)[C@@H](CN(C)C(=O)C1CCCCC1)OCCCC[C@H](C)O2
/	-3	3.1	1	1	4	-5	CCC(=O)N1[C@H](CO)[C@H](c2ccc(C#CC3CCCCC3)cc2)[C@@H]1CNC(C)C
/	-2	/	48*	0	-4	1	CCOC(=O)c1c(C)c(C(=O)NCc2ccc(OC)cc2)c(C)n1C
1	6	1.6	-2	2	-6	-7	O=C(CSCc1c(F)cccc1Cl)NCCSCc1ccco1
/	-3	3.7	0	2	2	0	CCOC(=O)C1=C(c2ccccc2)NC(=O)NC1c1ccc(OC)cc1OC (configuration not stated)
14	16	-1.5	0	1	7	/	CC(C)c1cccc(-c2csc(C(O)c3cccc(Cl)c3)n2)c1 (configuration not stated)

Random excerpt: 4 compounds from above
miR-122 sensor	DENV2 CPE rescue	F508del corr	Casp6 inh	ERAP1 inh	ERp5 inh	SIRT5 block	compound
/	-3	3.7	0	2	2	0	CCOC(=O)C1=C(c2ccccc2)NC(=O)NC1c1ccc(OC)cc1OC (configuration not stated)
/	-2	/	48*	0	-4	1	CCOC(=O)c1c(C)c(C(=O)NCc2ccc(OC)cc2)c(C)n1C
0[16.7 µM]	3	-1.9	18	-3	1	0	Cc1noc(C)c1NC(=O)Nc1ccc2c(c1)C(=O)N([C@@H](C)CO)C[C@H](C)[C@@H](CN(C)C(=O)C1CCCCC1)OCCCC[C@H](C)O2
9	-3	-0.7	-2	-1	-3	/	Cc1ccc(C(=O)NCC(=O)OCC(=O)c2c(N)n(C)c(=O)n(C)c2=O)cc1C

Later entries.
miR-122 sensor	DENV2 CPE rescue	F508del corr	Casp6 inh	ERAP1 inh	ERp5 inh	SIRT5 block	compound
4	?	3.4	3	-1	2	0	CCOc1ccccc1C1C(C(=O)Nc2ccc(OC)cc2)=C(C)Nc2nc(CCCO)nn21 (configuration not stated)
-4[16.7 µM]	4	2.6	0	0	-6	-3	C[C@H](CO)N1C[C@H](C)[C@H](CN(C)C(=O)Nc2ccc3c(c2)OCO3)Oc2ncc(C#CCN(C)C)cc2C1=O
0	-2	1.1	-10	-2	1	-3	COc1cccc(CNC(=O)C2CC(=O)N(C3CCCCC3)C2)c1 (configuration not stated)
-4[16.7 µM]	-6	-0.2	2	-5	2	-1	C[C@H]1CN([C@@H](C)CO)S(=O)(=O)c2ccc(-c3cccnc3)cc2O[C@@H]1CN(C)C(=O)CC1CC1
-2	2	-1.6	2	-1	0	-5	CCn1c(=O)c(CCC(=O)NCC2CCCO2)c(C)c2c(C)nn(-c3ccccc3)c21 (configuration not stated)
-5	/	-5.2	0	3	5	22*	O=C(c1ccccc1)c1coc2ccc(O)c(Cl)c12
